From PubChem BioAssay
TDP1 cell noCPT: qHTS for Inhibitors of human tyrosyl-DNA phosphodiesterase 1 (TDP1): qHTS in cells in absence of CPT | AID 686978, 2013 | actives 15% (n = 420,000) | DT40 Tdp1-/- hTDP1 cells, no CPT, ATP luminescence, 48 h | Potency, µM (titrated, usually from 46.2 µM), inactives show at the highest dose activity change, negative = growth inhibition, most hits filed as inhibitors; note: nearly all actives have a fitted effect of over 55% in size
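No-CPT arm: Tdp1-/-;hTDP1 DT40 cells (400/well) plus compounds, incubated ≥48 hr at 37 °C. Readout CellTiter-Glo luminescence.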
TDP1 cell CPT: qHTS for Inhibitors of human tyrosyl-DNA phosphodiesterase 1 (TDP1): qHTS in cells in presence of CPT; actives 12% (n = 420,000); chicken DT40 Tdp1-/-;hTDP1 cells + 20 nM CPT, ATP luminescence, 48 h; AID 686979, 2013; Potency, µM (doses to about 46.2 µM), inactives show at the highest dose activity change, negative = growth inhibition, most hits filed as inhibitors; note: nearly all actives have a fitted effect of over 55% in size
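Cell growth measured by CellTiter-Glo luminescence after a minimum 48 h, 37 C compound exposure with 20 nM CPT in Tdp1-knockout DT40 cells stably expressing hTDP1, seeded 400/well; qHTS titration format.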
KAT2A inh: qHTS Assay for Inhibitors of GCN5L2. actives 0.21% (n = 390,000). Histone acetyltransferase KAT2A (Homo sapiens), Q92830. GCN5L2 HAT assay, ThioGlo1 CoA-SH fluorescence. Potency, µM (highest dose often 58.9 µM), without a hit: at the highest dose activity change, negative = inhibition, most hits filed as inhibitors
Target sequence (Q92830 whole entry, looked up): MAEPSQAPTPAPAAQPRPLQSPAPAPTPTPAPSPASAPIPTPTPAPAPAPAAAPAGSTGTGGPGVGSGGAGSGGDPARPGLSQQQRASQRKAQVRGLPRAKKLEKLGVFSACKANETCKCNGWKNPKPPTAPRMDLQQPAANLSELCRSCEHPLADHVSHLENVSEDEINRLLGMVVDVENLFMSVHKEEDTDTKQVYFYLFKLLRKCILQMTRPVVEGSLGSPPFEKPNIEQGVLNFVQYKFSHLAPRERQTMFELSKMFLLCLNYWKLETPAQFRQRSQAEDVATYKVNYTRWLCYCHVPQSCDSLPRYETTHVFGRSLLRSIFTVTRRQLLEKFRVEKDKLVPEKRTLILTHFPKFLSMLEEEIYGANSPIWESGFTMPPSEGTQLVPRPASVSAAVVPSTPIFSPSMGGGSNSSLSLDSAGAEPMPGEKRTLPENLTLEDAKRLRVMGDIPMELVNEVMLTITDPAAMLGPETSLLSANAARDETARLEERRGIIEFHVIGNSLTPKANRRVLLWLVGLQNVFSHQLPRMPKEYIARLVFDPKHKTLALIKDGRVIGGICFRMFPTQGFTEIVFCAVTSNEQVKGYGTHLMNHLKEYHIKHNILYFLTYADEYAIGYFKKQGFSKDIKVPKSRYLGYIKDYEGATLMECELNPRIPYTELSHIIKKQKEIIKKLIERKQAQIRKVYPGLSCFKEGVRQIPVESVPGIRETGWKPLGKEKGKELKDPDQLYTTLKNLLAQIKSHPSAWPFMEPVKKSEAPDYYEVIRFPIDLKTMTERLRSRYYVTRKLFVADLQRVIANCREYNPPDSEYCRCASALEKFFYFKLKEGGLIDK
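GCN5L2 (20 nM) in 50mM HEPES pH 7.5, 0.1mM EDTA, 0.01% Tween-20 preincubated 15 min with compounds at room temperature. Reaction started with H3(1-25) 75uM, acetyl-CoA 70uM, ThioGlo1 50uM; CoA-thiol fluorescence (Ex340/Em540) read at 0 and 20 min.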
* hit, by the source's call; ? = inconclusive; / = not tested or not shown; & = joins results of further samples; [ ] = dose if it differs, or a comment. Calls come from the whole dose curve; as a rule, active = well fitted curve in the direction sought with a large enough effect; inconclusive = small, poorly fitted or top-dose-only effect, or another doubt; inactive = no such curve, though single readings can be large; an effect the other way counts as inactive or inconclusive. % is set by controls: 0 for no effect and ±100 for the full control effect; potency is the fitted concentration of half-maximal effect. This is a subset, so the mix of outcomes need not match the whole.

item	SMILES	TDP1 cell CPT	KAT2A inh	TDP1 cell noCPT
1	Cc1cc(C)cc(NC(=O)Cn2c(C)cc(C)c(C#N)c2=O)c1	6%	-5%	-15%
2	CSc1ccc(/C=C2\C(=N)N3N=C(CC(=O)N4CCOCC4)SC3=NC2=O)cc1	-4%	?	0%
3	CN=C(NC)SC1CC(=O)N(c2ccccc2)C1=O (centres undefined)	2%	-2%	-12%
4	CCOC(=O)c1ccc(NC(=O)Cn2cccc2)cc1	15µM*	-7%	16µM*
5	CCOc1ccc(OCC)c(NC(=O)Cn2nc(CC)n3c(cc4sccc43)c2=O)c1	?	2%	?
6	Cc1ccc(Cl)cc1-n1ncc2c(NC3CCCCCC3)ncnc21	21µM*	-5%	21µM*
7	COc1ccc(S(=O)(=O)N2CCCOC2CNC(=O)C(=O)NCc2ccccc2C)cc1 (centres undefined)	-19%	/	-28%
8	O=C(NCc1ccco1)C(c1ccccc1F)N(Cc1cccnc1)C(=O)Cn1nnc2ccccc21 (centres undefined)	-1%	-3%	-9%
9	NC(=O)COC(=O)c1ccccc1OCC(=O)Nc1ccc(Br)cc1	?	/	?
10	COc1ccc(NC(=O)c2ccc(Br)o2)c([N+](=O)[O-])c1	-14%	-5%	-22%
11	CCOC(=O)/C(=C/C=C1\Sc2cc(C)c(C)cc2N1CC)C(C)=O	4.6µM*	-4%	2.3µM*
12	CC(C)(Oc1ccc(Cl)cc1)C(=O)NC1CC1	-27%	-2%	?
13	Cc1ccc(C2CC(=O)Nc3cc4c(cc32)OCCO4)s1 (centres undefined)	?	-8%	?
14	O=C1/C(=C/c2ccc(Br)cc2)Oc2cc(O)ccc21	-4%	-3%	?
15	Cc1nc2ncc(Br)cc2[nH]1	2%	3%	-3%
16	O=C(COc1ncnc2sccc12)Nc1cccc(S(=O)(=O)N2CCOCC2)c1	-2%	-5%	-3%
17	COc1ccc(S(=O)(=O)NCC(=O)N(CC(=O)NCc2ccccc2)Cc2ccco2)cc1	-4%	-6%	-11%
18	COc1ccc(-c2cc(C(=O)N(C)Cc3nc4ccccc4c(=O)[nH]3)c3ccccc3n2)cc1OC	?	-4%	21µM*
19	CSc1ncccc1C(=O)Nc1cccc(S(=O)(=O)N2CCCC2)c1	?	-6%	?
20	Nc1ccc(-c2cc(-c3cccc(N)c3)nc(-c3ccccc3)n2)cc1	22%	1%	-28%
21	O=C(COC(=O)c1cnccn1)Nc1ncc(C(F)(F)F)cc1Cl	13%	1%	3%
22	CC1(C)Cc2c(sc3nc4n(c(=N)c23)CCCCC4)CO1	-8%	1%	-24%
23	CCOC(=O)C(NCc1ccccn1)(NC(=O)c1cccnc1)C(F)(F)F (centres undefined)	-1%	2%	-9%
24	S=C(NCCCN1CCOCC1)NC1CC1	-9%	-5%	4%

Look-ups from above.
Result of entry 20 under KAT2A inh: 1%
Result of entry 24 under TDP1 cell noCPT: 4%
Result of entry 21 under KAT2A inh: 1%

(further entries)
item	SMILES	TDP1 cell CPT	KAT2A inh	TDP1 cell noCPT
25	Cc1ccccc1C(=O)NNC(=O)/C=C\C(=O)O	?	-13%	?
26	CC1(C)CC(=O)c2cc(NC(=O)c3ccc(F)cc3)c(=O)oc2C1	1%	0%	2%
27	Cc1ccc2c(=O)n3c(nc2c1)C(Cc1ccccc1)NC(=O)c1cc2ccccc2cc1-3 (centres undefined)	?	/	?
28	Cc1ccc(Cn2c(N)c(S(=O)(=O)c3cccs3)c3nc4ccccc4nc32)cc1	-19%	-17%	?
29	COc1ccc(/C=N/NC(=O)CNc2n[nH]c(=O)[nH]c2=O)cc1OC	33%[activator]	-2%	?
30	COc1ccc(CNC(=O)CNC(c2ccccc2)c2ccccc2)cc1OC	-5%	-2%	7.3µM*
31	COc1ccc(N2CCN(S(=O)(=O)c3ccc(OC)c(C(=O)N4CCCC4)c3)CC2)cc1	?	-1%	?
32	Cc1ccc2nc(NC(=O)CN3C(=O)NC4(CCCCC4)C3=O)sc2c1	?	?	?
33	Cc1ccc2c3c1C1(C(=O)N3C(C)(C)CC2C)C(C#N)=C(N)Oc2cc(O)ccc21 (centres undefined)	-23%	-16%	0%
34	Cn1ncn2c(=O)c3c(nc12)-c1ccccc1CC31CCCC1	?	-3%	?
35	Cc1cc(Br)cc(Br)c1OCC(=O)NNC(=O)CCC(=O)NCc1ccccc1	-10%	0%	23%
36	O=C(CSc1n[nH]c(-c2ccccc2O)n1)N1CCCc2ccccc21	?	-15%	21µM*
37	Cc1ccc(CNC(=O)c2ccc(-n3cccc3)cc2)cc1	-13%	?	-11%
38	COc1cc(N=Nc2ccc(C)cc2S(N)(=O)=O)c(C)cc1N	-3%	/	?
39	CC(=O)OC[C@@H]1CN(Cc2ccccc2)C[C@H](n2ccc3c(N)ncnc32)O1	-17%	/	-11%
40	Cc1ccc(Oc2nc(C(F)(F)F)nc3ccccc23)cc1	-27%	5%	-16%
41	CCc1ccccc1NC(=O)C1CCN(S(=O)(=O)c2ccccc2)CC1	-17%	-2%	-18%
42	CC(C)(C)N1CC(OC(N)=O)C1	10%	-2%	2%
43	CCCNC(=O)CN(Cc1ccccc1F)S(=O)(=O)c1ccc(C)cc1	-25%	2%	-16%
44	COCC1CCN(C(=O)CCc2nnc(C3(c4ccc(Cl)cc4)CCC3)o2)C1 (centres undefined)	-19%	-1%	-15%
45	C=CCN1C=C(C(=O)c2ccccc2)C(=O)CC1	11%	/	0%
46	Cc1ccc(C(=O)CNc2nc3c(c(=O)[nH]c(=O)n3C)n2Cc2ccccc2)cc1	?	0%	?
47	CC(CNC(=O)c1ccc(Br)o1)NC(=O)c1ccc(Br)o1 (centres undefined)	8.2µM*	-4%	4.6µM*
48	Cc1ccc(C)c(NC(=O)CN(C)C(=O)c2cc3ccccc3o2)c1	6%	1%	?

An excerpt from above with just KAT2A inh and TDP1 cell CPT:
#	Structure	KAT2A inh	TDP1 cell CPT
41	CCc1ccccc1NC(=O)C1CCN(S(=O)(=O)c2ccccc2)CC1	-2%	-17%
38	COc1cc(N=Nc2ccc(C)cc2S(N)(=O)=O)c(C)cc1N	/	-3%

Later entries:
item	SMILES	TDP1 cell CPT	KAT2A inh	TDP1 cell noCPT
49	COc1cc(/C=C/C(=O)NCC(=O)N2CCC(N(C)CCN3CCOCC3)CC2)ccc1OC(C)C	13%	-5%	3%
50	CCc1ccc(NC(=O)CSc2nnc(COc3ccc4c(c3)CCCC4)o2)cc1	3%	0%	?
51	Cn1nc(-c2ccc(N3CCCCC3)c(NC(=O)c3ccc(Cl)cc3)c2)c2ccccc2c1=O	-5%	-4%	-11%
52	CCOC(=O)C1=CC[C@@H](c2ccccc2)N(S(=O)(=O)c2ccc(C)cc2)[C@H]1C#N	?	/	?
53	Cc1c(CC(=O)O)c(=O)oc2c(C)c3occ(-c4ccc(Br)cc4)c3cc12	-8%	?	16µM*
54	O=C(CSc1nnc(NC(=O)c2cccc(F)c2)s1)NC1CCCC1	10%	-4%	-11%
55	COc1ccc(/C=C\c2onc(C)c2S(=O)(=O)N2CCC(C(=O)NCc3ccco3)CC2)cc1	-3%	1%	?
56	O=C(Nc1ccccc1C(=O)NC(Cc1ccccc1)C(=O)O)c1ccccc1 (centres undefined)	-7%	0%	-3%
57	CCOC(=O)c1c(NC(=O)c2c(Br)cnn2CC)sc(C)c1C	?	-3%	?
58	Cc1nc2ccccc2cc1C(=O)N/N=C/c1ccccc1[N+](=O)[O-]	?	-6%	?
59	COc1ccc(-c2cc(C(=O)NCC3CCCO3)c3cc(C(C)C)ccc3n2)cc1 (centres undefined)	16µM*	-12%	?
60	CC(C)NC(=O)[C@@H]1C[C@@]1(C)[C@@H](NC(=O)OCc1ccccc1)c1ccccc1	-2%	1%	-5%

Rewritten in transposed form: part of the list above
53. Cc1c(CC(=O)O)c(=O)oc2c(C)c3occ(-c4ccc(Br)cc4)c3cc12
54. O=C(CSc1nnc(NC(=O)c2cccc(F)c2)s1)NC1CCCC1
55. COc1ccc(/C=C\c2onc(C)c2S(=O)(=O)N2CCC(C(=O)NCc3ccco3)CC2)cc1
assay / entry,53,54,55
TDP1 cell CPT,-8%,10%,-3%
KAT2A inh,?,-4%,1%
TDP1 cell noCPT,16µM*,-11%,?

Further structures:
item	SMILES	TDP1 cell CPT	KAT2A inh	TDP1 cell noCPT
61	N#CCCN1CCC(NC(=O)OCc2ccccc2)CCC1=O (centres undefined)	-1%&3%	-2%	-2%&0%
62	COCCN1C=C(C(=O)OC)C(c2cc3c(cc2Br)OCO3)C(C(=O)OC)=C1	-28%	-11%	?
63	C=CCc1ccccc1OCC(O)CNC (centres undefined)	4%	2%	-25%
64	CCOC(=O)C1=C(C)NC(=O)NC1c1c(OCC(=O)N2CCCCC2)ccc2ccccc12 (centres undefined)	?	-4%	?
65	CCOC(=O)N1CCN(C(=O)CCC(=O)N2CCOc3ccc(C)cc32)CC1	-10%	4%	-19%
66	CC1(C(=O)NS(=O)(=O)c2ccc(Cl)s2)CCN1C(=O)C1(c2ccc(Cl)cc2)CC1 (centres undefined)	11%	/	-23%
67	CS(=O)(=O)N(CC(=O)NCc1ccco1)c1cccc([N+](=O)[O-])c1	-10%	4%	-8%
68	CCOc1ccc(N(C(=O)c2snc(C(N)=O)c2N)C(C(=O)NCC2CCCO2)c2ccc(C)o2)cc1 (centres undefined)	18µM*	6%	?
69	CCOc1ccccc1NC(=O)c1c(NC(=O)COc2ccccc2)sc2c1CCCC2	-5%	-5%	-26%
70	CCOc1ccc2nc(NC(=O)c3ccco3)sc2c1	?	-8%	?
71	Cn1c(=O)c2c(nc(SCC(=O)NCC3CCCO3)n2Cc2ccc(F)cc2)n(C)c1=O (centres undefined)	7%	-2%	-20%
72	Cc1cc(Br)cc(/C=N/NC(=O)c2ccc3c(c2)OCO3)c1O	18µM*	-4%	23µM*
73	CC[C@@]12C(=O)N(c3cccc(C)c3)C(=O)N1[C@H](c1ccc(Br)cc1)[C@@H]1C(=O)N(C(C)(C)C)C(=O)[C@@H]12	?	-27%	?
74	COCCNC(=O)C1(C)CCCN(C(=O)c2cccc(OC(F)(F)F)c2)C1 (centres undefined)	10%	/	-12%
75	Cc1ccc2c(c1)N(C(=O)c1ccc(F)cc1)C(C)(C)CC2(C)c1ccccc1 (centres undefined)	?	-12%	21µM*
76	COc1ccc(-c2c(C(=O)O)c(-c3ccccc3)cn2C)cc1	-28%	-5%	-5%
77	Cc1ccc(NC(=S)N=Nc2c(O)n(C)c3ccc(S(=O)(=O)N4CCOCC4)cc23)cc1	2.6µM*	-6%	2.6µM*
78	CC(=O)N(CCCN(C)C)Cc1ccccn1	15%	-2%	1%
79	Cc1cc(C)c(NC(=O)c2ccc3c(c2)CCN3S(C)(=O)=O)c(C)c1	?	0%	?
80	COc1ccc(/C=N/NC(=O)CNC(=O)/C=C/c2ccco2)cc1OC	-13%	-20%	-20%
81	COc1ccc(-c2cc3cc(OC)c(OC)cc3cn2)cc1	?	-11%	?
82	CCCCCC(=O)N1C[C@@H](n2cc(-c3ccc(F)cc3)nn2)[C@H](O)C[C@@H]1c1ccccc1	?	/	?
83	O=C(O)CN1C(=O)/C(=C\c2ccccc2OCc2ccc(Cl)cc2)SC1=S	-1%	-20%	-1%
84	O=C(NCc1ccccn1)Nc1cccc([N+](=O)[O-])c1	4%	-3%	9%

Full records, quoted from the list. Screens in order: TDP1 cell CPT	KAT2A inh	TDP1 cell noCPT
CCCCCC(=O)N1C[C@@H](n2cc(-c3ccc(F)cc3)nn2)[C@H](O)C[C@@H]1c1ccccc1 across the screens: ?	/	?
Cc1ccc2c(c1)N(C(=O)c1ccc(F)cc1)C(C)(C)CC2(C)c1ccccc1 (centres undefined) across the screens: ?	-12%	21µM*
COc1ccc(-c2cc3cc(OC)c(OC)cc3cn2)cc1 across the screens: ?	-11%	?

Following part.
item	SMILES	TDP1 cell CPT	KAT2A inh	TDP1 cell noCPT
85	CCc1ccc(/C=C2\SC(N3CCCC3)=NC2=O)cc1	1%	-1%	?
86	COc1ccc(C2(N3CCN(c4cccc(C)c4C)CC3)C(=O)c3ccccc3C2=O)cc1	-1%	-8%	-3%
87	CC(C)(C)OC(=O)N1CCC(c2c(C(=O)N3CCc4ccccc4C3)cnn2-c2ccc(Cl)cc2)CC1	?	14%	?
88	N#C/C(C(=O)NCc1ccccc1)=C1\SC(CCO)C(=O)N1c1ccccc1 (centres undefined)	3%	-3%	?
89	O=C(NC(c1ccccc1)c1cnccn1)C1CCN(CCOc2ccc(Cl)cc2Cl)CC1 (centres undefined)	16µM*	/	18µM*
90	CC(C)CC(C(=O)NC(C)(C)C)N(CC1CCCO1)C(=O)c1snc(C(N)=O)c1N (centres undefined)	12%	11%	?
91	O=C(COC(=O)c1cccc(O)c1)NCc1ccc2c(c1)OCO2	-3%	-2%	23%
92	COc1ccc(N(C(=O)CNC(=O)c2cccs2)C(C(=O)NC2CCCC2)c2cccnc2)cc1 (centres undefined)	2%	2%	-5%
